# High-throughput results (PubChem)
# NALP1 yeast inh: NALP1 inhibition | S. cerevisiae NALP1/ASC/caspase-1 growth, X-gal OD620, 72 h | inhibition, % at 10 µM | 0.61% of 280,000 active | AID 2071; in the data active means inhibition mostly above about 24%, no sharp cut-off; inactive means mostly below about 32%; further: some compounds called inactive have numbers as strong as hits
# VIM-2 inh: blocks Pseudomonas aeruginosa VIM-2 metallo-beta-lactamase. purified VIM-2, nitrocefin hydrolysis, epi-absorbance fluorescence. inhibition, % at 5.6 µM. 0.89% of 290,000 active;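 active means inhibition above the mean of all tested compounds plus 3 SD, cutoff set per screening run, cut at about 7.5% in these data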;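 further: red hydrolysis product quenches plate fluorescence so inhibitors raise well fluorescence; 0% = enzyme with DMSO and 100% = DMSO without enzyme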
# IMP-1 inhibitor: blocks Pseudomonas aeruginosa IMP-1 metallo-beta-lactamase | AID 1556 | 0.45% of 290,000 active | inhibition, % at 5.6 µM | purified IMP-1, nitrocefin hydrolysis, epi-absorbance fluorescence;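 active means inhibition above the mean plus 3 SD of all compounds in the same screening run, cut at about 4.5% in these data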;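 further: 0% = IMP-1 with DMSO and 100% = DMSO wells lacking enzyme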
#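 System: Purified IMP-1 | Read-out basis: Percent enzyme inhibition | Controls: IMP-1 with DMSO as 0%, enzyme-free DMSO as 100% | Replicates: One well per compound | Doses: 5.6 µM nominal single concentration | Detection: Epi-absorbance fluorescence, 480 nm excitation, 530 nm emission | Incubation: 25 °C, 15 min preincubation, 25 min reaction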
# MEKK2 WT-MEK5: raises or lowers MEK5 binding to wildtype human MEKK2 PB1 domain; Q9Y2U5; bead flow cytometry, Alexa488-MEK5 binding to MEKK2 WT; actives lie on both sides; binding response (% of control), % at 10 µM; 1.1% of 290,000 active; AID 1531; in the data active means binding response below about 67% or above about 130%
# UBC9 SUMO inh: blocks human SUMOylation mediated by UBC9; P63279; HTRF SUMOylation assay, SAE1/SAE2 + UBC9, in vitro; inhibition, % at 35 µM; 0.36% of 290,000 active; AID 2006; in the data active means inhibition above about 50%, passing the limit was not always enough; further: strong numbers were not always called active
# Target sequence (P63279 whole entry, looked up): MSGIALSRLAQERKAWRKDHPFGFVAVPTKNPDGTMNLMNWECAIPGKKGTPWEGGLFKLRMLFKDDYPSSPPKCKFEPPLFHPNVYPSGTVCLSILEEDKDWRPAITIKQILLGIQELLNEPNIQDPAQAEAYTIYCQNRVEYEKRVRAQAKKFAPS
# NS3 helicase inh: blocks Hepatitis C virus NS3 helicase unwinding. 0.56% of 290,000 active. NS3 helicase DNA unwinding, Cy5 molecular beacon fluorescence. inhibition, % at 10.9 µM;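 active means inhibition above the mean of all tested compounds plus 3 SD, set per campaign, cut at about 35% in these data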;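 further: 0% = DMSO wells and 100% = thioflavine S control wells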
#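 test system = hepatitis C virus NS3 helicase domain fragment enzyme | reagent = annealed dual-labelled DNA beacon duplex, ATP-started | times = 1 h at 25 °C | detection = Cy5 fluorescence, 0 and 60 min reads | read-out basis = percent inhibition from t60/t0 fluorescence ratio | control set = DMSO and thioflavine S | replication = one well per compound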
# M18AAP inhibitor: PfM18AAP enzyme inhibition. 1.2% of 290,000 active. inhibition, % at 7.35 µM. recombinant PfM18AAP, H-Glu-NHMec fluorogenic cleavage. AID 1822;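 active means inhibition above the campaign mean inhibition over all tested compounds plus 3 SD, cut at about 28% in these data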;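 further: 0% = plate median of test compound wells and 100% = 2 mM ZnCl2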
# FID counter: counter-screen for HCV NS3 helicase inhibitors: DNA intercalator displacement; 0.17% of 290,000 active; DNA fluorescent intercalator displacement, fluorescence; inhibition, % at 7.9 µM; in the data active means inhibition above about 37%;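 further: 0% = vehicle and 100% = reference compound; higher means more ethidium bromide displaced from hairpin DNA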
# MEKK2 mut-MEK5: signal of MEK5 binding to mutant human MEKK2 PB1 domain; percent response, % at 10 µM; 0.35% of 290,000 active; bead flow cytometry, Alexa488-MEK5 binding to MEKK2 mutant; in the data active means percent response above about 24%, passing the limit was not always enough; further: inactives centre near 1; some results filed as inactive read as strong as hits
# * = called active by the depositor; nt = no result given. Outcome played no part in choosing rows. About 4.7% of those tested had a hit in this group.
SMILES	NALP1 yeast inh	VIM-2 inh	IMP-1 inhibitor	MEKK2 WT-MEK5	UBC9 SUMO inh	NS3 helicase inh	M18AAP inhibitor	FID counter	MEKK2 mut-MEK5
Cc1ccc(OCC(=O)NCCNC(=O)c2cnccn2)cc1	-2	-1.8	-0.9	99	2	11	2	-1	1
O=C(CCNC(=O)c1ccccc1Cl)Nc1nnc(C2CC2)s1	0	-2.7	-3.0	99	5	4	3	-14	-2
COc1ccccc1S(=O)(=O)Cc1ccc(C(=O)NCCCN2CCN(c3ccc(F)cc3)CC2)o1	34	-0.1	-0.2	140*	12	-22	-5	12	10
CC(C)(C)c1nnc2sc(SCC(=O)c3ccccc3)nn2c1=O	4	-4.5	-2.1	112	10	5	5	-8	17
O=C(NCc1ccc(F)cc1)C1CCCN(S(=O)(=O)c2ccc(Br)s2)C1 (stereo not drawn)	2	-1.3	-2.9	104	9	-4	7	-28	3
O=C(NCC(=O)N1CC(O)CC1C(=O)N1CCCC1C(=O)OCc1ccccc1)OCc1ccccc1 (stereo not drawn)	-4	1.9	-0.2	101	-6	-6	1	-14	-2
CC(C)NC(=O)C1CCN(C(=O)c2cc3sccc3n2Cc2ccc(F)cc2)CC1	4	-1.1	-1.5	nt	12	7	-5	-17	nt
COc1cccc(CNC(=O)C2CCC(=O)N(C3CC3)C2)c1OC (stereo not drawn)	9	-3.2	-1.6	106	0	-2	-9	-3	8
CCn1nnnc1SCC(=O)c1cc(OC)ccc1OC	3	1.1	-0.9	92	24	3	-6	-4	-2
CCN(Cc1ccccc1)C(=O)C(=O)c1cn(CC(=O)N2CCCC2)c2ccccc12	-6	-0.2	-2.5	105	4	-10	5	-37	6
C[C@H](NC(=O)c1ccc2ccccc2c1)C(=O)N1CCC2(CC1)NCCc1[nH]cnc12	29	-1.1	-1.1	104	nt	-3	-5	11	1
CC1=C(C(=O)OCc2ccccc2)C(c2cccc([N+](=O)[O-])c2)NC(=O)N1C (stereo not drawn)	9	1.4	2.2	98	-15	6	1	-23	-6
CC1=CC(=O)C=CC1(C)C(Cl)(Cl)Cl (stereo not drawn)	4	1.6	-1.0	106	-15	-8	1	-3	3
Cc1ccc(NC(=O)CN(C)S(=O)(=O)c2ccc3c(c2)c(=O)n(C)c(=O)n3C)cc1	20	-0.4	-0.3	97	3	-2	1	-14	-2
Cc1ccc(S(=O)(=O)Nc2ccc3c(c2)ncn3C(C)(C)C)cc1	12	-6.0	-2.0	101	6	-6	6	-19	3
O=C(NC1CCCCC1)C(c1ccc(F)cc1)N(Cc1ccc2c(c1)OCO2)C(=O)c1cnsn1 (stereo not drawn)	6	2.4	1.7	98	-14	-7	-5	0	1
COC(=O)c1cc(Br)c(=O)n(-c2ccc(F)cc2)c1	7	-2.7	-4.2	107	-3	-4	5	1	8
O=C(c1cccnc1)N1N=C(C2CCCCC2)CC1(O)C(F)(F)F (stereo not drawn)	2	-6.5	-2.4	99	-17	7	3	-13	-4
O=C(CN1CCN(S(=O)(=O)c2ccccc2)CC1)NC(=O)NCc1ccco1	nt	-1.8	-3.3	87	17	6	-2	-11	-19
Cc1cccc(OCC(=O)N(Cc2ccc(N(C)C)cc2)C2CCS(=O)(=O)C2)c1 (stereo not drawn)	3	-1.6	-1.2	99	6	-2	10	-37	-2

# Reprinted at random: 2 entries already listed, in no set order.
SMILES	NALP1 yeast inh	VIM-2 inh	IMP-1 inhibitor	MEKK2 WT-MEK5	UBC9 SUMO inh	NS3 helicase inh	M18AAP inhibitor	FID counter	MEKK2 mut-MEK5
CC1=C(C(=O)OCc2ccccc2)C(c2cccc([N+](=O)[O-])c2)NC(=O)N1C (stereo not drawn)	9	1.4	2.2	98	-15	6	1	-23	-6
CCN(Cc1ccccc1)C(=O)C(=O)c1cn(CC(=O)N2CCCC2)c2ccccc12	-6	-0.2	-2.5	105	4	-10	5	-37	6

# (listing goes on)
SMILES	NALP1 yeast inh	VIM-2 inh	IMP-1 inhibitor	MEKK2 WT-MEK5	UBC9 SUMO inh	NS3 helicase inh	M18AAP inhibitor	FID counter	MEKK2 mut-MEK5
C=C(C)Cc1c(C)nc(-c2ccccc2)[nH]c1=O	11	-3.4	-3.2	97	7	1	2	5	2
Cc1ccc(S(=O)(=O)NC(CC(C)C)C(=O)Oc2ccc3c4c(c(=O)oc3c2)CCC4)cc1 (stereo not drawn)	5	3.2	-1.5	95	17	-21	-3	-15	1
COc1ccc(C(=O)OCCNC(=O)c2c(Cl)nc3ccccn23)cc1	-3	1.7	-0.2	106	1	-3	-1	-24	-1
CCc1ccc2c(c1)C1(SC(NC(C)=O)=NN1C(C)=O)C(=O)N2C(C)C (stereo not drawn)	0	-0.9	-0.8	103	7	0	-1	-22	6
COc1ccc(Cc2nnc(SCC(=O)c3ccccc3)o2)cc1	31	-0.6	-3.3	103	-2	-1	3	-15	3
N#C/C(=C\C=C\c1ccccc1[N+](=O)[O-])c1nc(-c2ccc3c(c2)OCO3)cs1	33	-1.1	0.6	24*	13	6	-9	-1	30*
O=[N+]([O-])c1cccc(-c2ccc3nnc(SCc4ccccn4)n3n2)c1	-4	2.5	-0.4	95	1	13	0	-9	-2
Cn1c(N)c(C(=O)COC(=O)C2(c3ccc(Cl)cc3)CCCC2)c(=O)n(C)c1=O	55	-3.0	-1.9	95	-1	-1	0	-1	1
COCCN1Cc2cccc(C(=O)Nc3cccc(C)c3C)c2C1=O	8	-2.4	-1.0	102	-1	-6	-8	-8	0
CC(c1ccco1)N(C(=O)COc1ccccc1[N+](=O)[O-])c1ccccn1 (stereo not drawn)	18	-3.9	-4.3	95	-12	-4	-7	-1	-4
CCOC(=O)c1[nH]c2ccc(OC)cc2c1NS(=O)(=O)c1ccc(Cl)s1	10	-0.3	-0.3	101	0	-6	2	-4	0
O=C1/C(=C/c2ccco2)SC(=S)N1CCC(=O)N1CCCCC1CCO (stereo not drawn)	1	-5.8	3.1	94	nt	9	32*	-35	-7
Cc1nc(NNC(=O)c2ccc([N+](=O)[O-])cc2)cc(-c2ccccc2)n1	10	-3.9	-4.6	nt	9	-6	8	1	nt
CCCCOc1ccc(CSc2nnc(C)n2N)cc1[N+](=O)[O-]	-32	-2.0	-1.9	105	-6	-6	3	-2	5
COc1ccc(OC)c(Nc2nc3nonc3nc2N2CCCC(C)C2)c1 (stereo not drawn)	28	-5.8	-2.6	103	17	7	-1	-1	-2
COc1ccc(NC(=O)C2CC(=O)n3ncnc3N2)cc1 (stereo not drawn)	-29	-0.7	-2.1	97	32	-6	1	-2	-2
c1ccc(-c2nc3c4ccccc4ccn3c2CN2CCCCC2)cc1	nt	-1.9	-1.2	112	23	-5	-9	-3	10
O=C(c1ccc(S(=O)(=O)N2CCCCCC2)cc1)N1CCN(c2ccccn2)CC1	33	0.8	0.0	96	4	-1	-8	-28	-5
O=C(Nc1nnc(Cc2ccc(Cl)cc2)s1)c1cccnc1	16	-1.2	-1.8	86	6	5	-1	-8	-12
CN1C(=O)C2(Oc3ccccc3C3CC(c4ccccc4)=NN32)c2ccccc21 (stereo not drawn)	11	-1.3	-3.4	97	23	1	-6	-7	2

SMILES	NALP1 yeast inh	VIM-2 inh	IMP-1 inhibitor	MEKK2 WT-MEK5	UBC9 SUMO inh	NS3 helicase inh	M18AAP inhibitor	FID counter	MEKK2 mut-MEK5
CCc1cc(=O)oc2c(C)c(OC(C)C(=O)NCCCn3ccnc3)ccc12 (stereo not drawn)	18	20*	-0.6	100	17	5	-10	-4	-4
O=C(NN1CCOCC1)C12CC3CC(CC(C3)C1)C2	14	-4.9	-4.0	90	-12	-15	3	-18	-2
COc1ccc2cc(C(N)=O)/c(=N\NC(=O)c3ccccc3)oc2c1	13	-2.4	-3.3	106	24	6	11	-28	5
CCN(c1ccccc1)c1cc(C)nc2ncnn12	-79	-1.8	-3.8	98	2	8	-6	3	2
c1cn(CCCNc2ncnc3sc4c(c23)CCC4)cn1	12	28*	-2.4	106	32	-10	-8	1	4
CC(C)c1ccc(NC(=O)Cn2c(=O)oc3cccnc32)cc1	-4	-5.0	-3.9	102	3	-3	-7	-4	3
CC(C)N(C(=O)Cn1cc(SCC(=O)N2CCCC2)c2ccccc21)C(C)C	-16	0.7	-1.9	102	-3	-6	-14	-31	-1
CC(=O)Nc1ccc(S(=O)(=O)Oc2cccc(/C=N/N=C3/NC(=O)C(CC(=O)O)S3)c2)cc1 (stereo not drawn)	7	-3.3	-3.1	95	24	8	6	-30	-1
COc1ccc(CCN=C(N)NS(=O)(=O)c2ccc(OC)c(OC)c2)cc1OC	4	-1.2	-2.0	101	3	3	5	-7	-2
O=C(CNC1CCCC1)Nc1cc(Cl)ccc1[N+](=O)[O-]	45*	-1.7	-2.8	101	2	9	-6	16	-2
COc1ccc(CCNC(=O)c2nnn(CC(=O)Nc3cccc(F)c3)c2N)cc1OC	1	0.0	-2.9	99	-5	-2	-10	-12	1
Cc1csc2nc(CNC(=O)c3cccc(C(F)(F)F)c3)cn12	1	-3.9	-1.9	107	23	11	4	-9	10
CCCCC1=CC2=CC(=O)C(C)(OC(=O)CCc3ccccc3)C(=O)C2=CO1 (stereo not drawn)	-13	nt	nt	91	18	nt	nt	nt	-6
CCC(=O)N(Cc1cc2cc(OC)ccc2[nH]c1=O)c1ccccc1C	-8	0.1	-2.1	96	12	-6	3	-21	0
O=S(=O)(c1ccccc1)N1CCN=C1SCc1ccc(Cl)cc1	-1	-0.7	-1.2	99	-3	0	-1	-15	-8
COc1cc(/C=C2\SC(N3CCCCC3)=NC2=O)cc(OC)c1OC	22	0.8	-1.1	96	16	-6	3	-28	-11
CCOc1ccc(C2CC(=O)NC(SCC(=O)OC)=C2C#N)cc1 (stereo not drawn)	-3	0.6	-2.4	116	-4	0	-7	-7	9
CCOc1ccc(OCCOCCOc2c(Cl)cccc2Cl)cc1	nt	-6.1	-1.4	106	nt	-5	1	-7	0
CC(C)(C)c1ccc(-c2nc3cc(N)ccc3o2)cc1	nt	-1.4	-2.4	106	27	2	-5	-13	3
O=C(O)CSCC(=O)NCc1c(Cl)cccc1Oc1ccccc1	nt	-2.7	-0.8	94	22	-7	-3	-13	-1

SMILES	NALP1 yeast inh	VIM-2 inh	IMP-1 inhibitor	MEKK2 WT-MEK5	UBC9 SUMO inh	NS3 helicase inh	M18AAP inhibitor	FID counter	MEKK2 mut-MEK5
Cn1c(=O)c2c(nc(N3CCCCCC3)n2Cc2cccc3ccccc23)n(C)c1=O	-3	-2.7	-3.5	nt	1	2	1	-9	nt
COc1cc(C(=O)NCCNc2nc3c(C)c(C)ccc3cc2C#N)cc(OC)c1OC	6	0.8	-2.9	101	15	-6	19	-26	1
COc1ccccc1N1CCN(C(=O)c2ccc(S(=O)(=O)N3CCCC3)cc2)CC1	-12	-0.7	-4.0	102	4	-2	-8	-8	6
COc1ccc(C(=O)Nc2ccnn2C2CCN(C(=O)c3cc(C)on3)CC2)cc1	22	0.6	-3.2	106	-14	-1	3	-12	5
COc1cc(/C=N/NS(=O)(=O)c2ccc(C)cc2)ccc1OCc1cccc(C(=O)O)c1	-2	0.9	-1.1	96	8	11	1	-37	-1
Cc1cc(C)cc(-n2nnnc2SCC(=O)N2CCOCC2)c1	37	0.8	-1.8	104	-5	12	1	-10	6
COc1ccc(/C=N\NC(=O)COc2ccc(Cl)cc2Cl)c(C(=O)O)c1OC	29	-2.9	-3.0	107	14	2	-1	-41	2
